# CRFBP-R2 block: antagonists of CRF-BP/CRF-R2 complex, primary screen, cell-based, HEK293, calcium dye fluorescence, uHTS; inhibition, % at 11.8 µM; 350,000 compounds, 0.59% hits; CRF-induced calcium fluorescence;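 active means inhibition of the ligand-induced calcium signal above about 50% at the single tested concentration, limit read from the data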
# CRFR2-BP ag: agonists of CRF-BP/CRF-R2 complex, primary screen, cell-based, HEK293, calcium dye fluorescence, uHTS | activation, % at 13.2 µM | 350,000 compounds, 0.46% hits | AID 588473, 2011 | calcium dye fluorescence (FLIPR); percent of saturating CRF peptide response | CRF-binding protein / CRF receptor 2 complex (human);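 active means activation of at least 50%, plus an integration ratio under a set limit after plate pattern correction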;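 further: plate controls were neutral control wells without compound for no effect and CRF at EC100 for full effect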
# CHRM4 antagonist: human M4 muscarinic receptor antagonists, primary screen, CHO cells, Fluo-8 calcium fluorescence | inhibition, % at 3 µM | Muscarinic acetylcholine receptor M4 (Homo sapiens), P08173 | CHO-hM4 cells, ACh EC80 | AID 624125, 2012 | 360,000 compounds, 0.73% hits;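 active means inhibition above its plate's cutoff, the mean inhibition of sample wells plus 3 SD, cut at about 27% in these data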;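 further: 0% = acetylcholine EC80 with DMSO and 100% = DMSO without agonist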
# Target sequence (P08173 whole entry, looked up): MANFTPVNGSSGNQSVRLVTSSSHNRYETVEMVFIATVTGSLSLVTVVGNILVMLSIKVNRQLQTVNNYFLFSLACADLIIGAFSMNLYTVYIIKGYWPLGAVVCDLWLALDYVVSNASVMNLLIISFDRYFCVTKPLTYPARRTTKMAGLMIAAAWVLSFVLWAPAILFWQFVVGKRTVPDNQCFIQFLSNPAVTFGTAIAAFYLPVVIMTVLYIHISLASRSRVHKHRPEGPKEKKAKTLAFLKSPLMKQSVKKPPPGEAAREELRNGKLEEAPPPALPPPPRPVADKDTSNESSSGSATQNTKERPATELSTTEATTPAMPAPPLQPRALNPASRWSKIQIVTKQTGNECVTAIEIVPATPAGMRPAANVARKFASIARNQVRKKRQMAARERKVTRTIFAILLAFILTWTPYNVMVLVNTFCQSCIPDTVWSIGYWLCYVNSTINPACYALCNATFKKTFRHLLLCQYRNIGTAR
# CHRM5 antagonist: human M5 muscarinic receptor antagonists, primary screen, CHO cells, Fluo-8 calcium fluorescence; CHO-hM5 cells, ACh EC80; inhibition, % at 3 µM; 360,000 compounds, 0.59% hits;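 active means inhibition above a per-plate cutoff, the mean of that plate's test compounds plus 3 SD, cut at about 27% in these data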;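 further: 0% = acetylcholine EC80 with DMSO and 100% = DMSO without agonist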
# Target sequence (P08912 whole entry, looked up): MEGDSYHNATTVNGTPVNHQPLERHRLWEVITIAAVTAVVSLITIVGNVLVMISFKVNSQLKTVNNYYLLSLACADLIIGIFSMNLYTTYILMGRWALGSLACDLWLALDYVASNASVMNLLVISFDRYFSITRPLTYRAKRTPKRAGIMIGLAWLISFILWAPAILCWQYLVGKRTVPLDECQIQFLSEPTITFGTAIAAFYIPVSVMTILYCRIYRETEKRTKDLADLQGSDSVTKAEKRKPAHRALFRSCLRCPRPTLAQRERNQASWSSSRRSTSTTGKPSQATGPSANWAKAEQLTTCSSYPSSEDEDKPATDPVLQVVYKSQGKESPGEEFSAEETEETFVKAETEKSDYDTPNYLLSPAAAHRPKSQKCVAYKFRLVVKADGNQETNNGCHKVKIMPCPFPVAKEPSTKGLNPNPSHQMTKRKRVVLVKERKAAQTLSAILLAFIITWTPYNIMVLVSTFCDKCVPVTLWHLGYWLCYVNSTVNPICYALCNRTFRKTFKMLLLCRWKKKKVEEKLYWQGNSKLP
# CHRM5 agonist: human M5 muscarinic receptor agonists, primary screen, CHO-K1 cells, Fluo-8 calcium fluorescence; Muscarinic acetylcholine receptor M5 (Homo sapiens), P08912; CHO-K1 hM5 cells; 0% DMSO wells, 100% maximal acetylcholine response; activation, % at 3 µM; 360,000 compounds, 0.19% hits; AID 624037, 2012;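 active means activation above the run's mean over test compounds plus 3 SD, cut at about 23% in these data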;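 further: signal is peak over basal fluorescence ratio across the kinetic read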
# CHRM4 PAM: human M4 muscarinic receptor positive allosteric modulators, primary screen, CHO-K1 cells, Fluo-8 calcium fluorescence. 360,000 compounds, 0.4% hits. activation, % at 3 µM. AID 624126, 2012. CHO-K1 hM4/Gqi5, ACh EC20; 0% = ACh EC20, 100% = maximal ACh. Muscarinic acetylcholine receptor M4 (Homo sapiens), P08173;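 active means activation above its plate's cutoff, the mean activation of sample wells plus 3 SD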; further: some results filed as inactive read as strong as hits
# IDE inh: human IDE inhibitors in live cells, primary screen, fluorescence polarization, HEK cells, FAbetaB substrate; Insulin-degrading enzyme (Homo sapiens), P14735; FAbetaB cleavage; inhibition, % at 5.59 µM; 320,000 compounds, 0.41% hits; AID 434962, 2010;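 active means percent inhibition above the average of all tested compounds plus 3 SD, set per screening campaign, cut at about 16% in these data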;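 further: IDE supplied by intact live HEK cells; FP after avidin binding of uncleaved biotin substrate so inhibition keeps polarization high; 0% = DMSO wells and 100% = 60 µM reference IDE inhibitor Ii1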
# CHRM5 PAM: human M5 muscarinic receptor positive allosteric modulators, primary screen, CHO-K1 cells, Fluo-8 calcium fluorescence; AID 624038, 2012; activation, % at 3 µM; 360,000 compounds, 0.3% hits; CHO-K1 hM5, ACh EC20 PAM; 0% = ACh EC20, 100% = ACh EC100; Muscarinic acetylcholine receptor M5 (Homo sapiens), P08912;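 active means activation above the run cutoff, the mean activation of all test compounds plus 3 SD, cut at about 18% in these data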
#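 Assay system: CHO-K1 hM5 cells. Also added: acetylcholine at EC20 concentration, added after compound. Dosing: 3 µM, single dose. Times: compound preincubation 140 s before EC20 acetylcholine addition. Signal: Fluo-8 calcium fluorescence. Measure: % activation relative to EC20 and EC100 ACh responses. Repeats: singlicate, one well per test compound.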
# CHRM4 agonist: human M4 muscarinic receptor agonists, primary screen, CHO-K1 cells, Fluo-8 calcium fluorescence | 360,000 compounds, 0.14% hits | CHO-K1 hM4/Gqi5; vehicle 0%, full acetylcholine response 100% | Muscarinic acetylcholine receptor M4 (Homo sapiens), P08173 | activation, % at 3 µM;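 active means activation above the run mean over all test wells plus 3 SD, cut at about 32% in these data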;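 further: peak over basal fluorescence ratio per well then scaled between controls; 0% = DMSO wells and 100% = acetylcholine at EC100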
# Numbers without * were called inactive; . = no result given.
SMILES,CRFBP-R2 block,CRFR2-BP ag,CHRM4 antagonist,CHRM5 antagonist,CHRM5 agonist,CHRM4 PAM,IDE inh,CHRM5 PAM,CHRM4 agonist
COCCNC(=O)Cc1c(C)c2c(cc(C)c3c(C(C)(C)C)coc32)oc1=O,3,-4.5,0,8,-3,2,7,-1,0
CC(=O)NC12CC3CC(C1)CC(C(=O)N1CCN(S(=O)(=O)c4ccccc4C#N)CC1)(C3)C2,-8,-1.1,4,2,-1,-2,.,4,0
CC(=O)Nc1nnc(COc2ccc(Cl)cc2)s1,-52,-1.1,-1,3,4,0,2,-2,3
CC(C)(C)NC(=O)NC(=O)COc1ccccn1,-15,8.8,-12,-1,-3,2,9,-4,0
COc1ccc(Nc2nnc(SCC3CCCCO3)s2)cc1 (stereo not given),-1,-1.6,-9,6,-2,4,3,-3,2
CCCCN1C(=N)N([C@@H](C)CN2CCC[C@H]2CN2C(N)=NC[C@@H]2Cc2ccccc2)C[C@H]1[C@H](C)CC,8,-0.3,14,4,-9,-7,7,1,0
O=C(O)c1ccccc1C(=O)OC1CCCC2CCCC21 (stereo not given),12,3.1,-3,7,-5,0,.,3,0
COc1ccc(/C=C2\CCCC3C2=NN(C(=O)CSc2n[nH]c(N)n2)C3c2ccc(OC)cc2)cc1 (stereo not given),8,-0.5,3,9,-2,-9,7,-1,6
O=c1c2c(nc3nc(CCc4ccccc4)[nH]n13)CCC2,8,-0.4,-12,-6,-4,7,3,22*,-1
CC(=O)c1ccc(S(=O)(=O)N2CCN(S(=O)(=O)c3ccccc3C(F)(F)F)CC2)cc1,-11,0.3,11,9,0,-7,0,-3,0
CCN(CC)c1cc(Oc2ccccc2)ncn1,-2,-0.6,-1,3,-2,2,3,0,1
COc1ccccc1CN1CC(C(=O)NC2CCOCC2)CCC1=O (stereo not given),-4,-0.8,1,12,-4,3,-10,-2,1
O=C(CNC(=O)C1CCCCC1)Nc1ccccc1Cl,19,1.3,-1,4,-3,0,0,-4,0
O=[N+]([O-])c1ccc(C2CN=C(Nc3ccccc3)S2)cc1 (stereo not given),-2,-0.8,-7,4,0,-2,-4,-1,4
O=C(NCc1ccncc1)C(=O)NCC1OCCCN1S(=O)(=O)c1ccc(F)cc1 (stereo not given),9,-1.1,4,-4,-1,-5,1,7,1
CC1CCN(c2ccc(S(=O)(=O)NC3=NCCCCC3)cc2[N+](=O)[O-])CC1,11,-4.8,7,14,6,-4,2,-15,5
COC(=O)C(NC(=O)CCc1nnc2ccc(N3CCCCC3)nn12)C(C)C (stereo not given),-11,-1.2,7,6,-7,-2,1,-4,0
O=C1CC(Nc2ccc(N3CCOCC3)cc2)C(=O)N1c1cccc(C(F)(F)F)c1 (stereo not given),-9,1.5,-3,2,6,4,0,1,2
Cc1cc(C)n(CC2CC(=O)N(c3ccc(F)c(Cl)c3)C2=O)n1 (stereo not given),-8,-1.8,-3,4,-5,1,-1,-3,1
Cc1cccc(C)c1N1CCN(C(c2ccnc3ccccc23)c2nnnn2-c2ccc3c(c2)OCCO3)CC1 (stereo not given),.,.,-6,1,0,-4,.,-1,0
O=S(=O)(Nc1ccc(Br)cn1)c1ccc(Cl)s1,31,-0.9,-8,3,-2,5,2,2,1
O=C(CSc1nc2ccccc2[nH]1)NC(=O)NCc1ccco1,-8,-1.1,-2,2,3,1,5,-2,2
O=C1CSC2=NCN(c3ccccc3)CN12,-17,1.2,0,-6,-4,2,5,12,1
N#CC1=C(N)C(C#N)(C#N)[C@H](c2ccncc2)[C@H]2CC3(CC=C12)OCCO3,-3,10,4,1,3,0,4,-7,0
NC(=O)COC(=O)c1ccc2c(c1)S(=O)(=O)N=C1CCCCCN12,9,-1.3,-11,2,-2,-4,-5,-4,1
NC(N)=NN=C1c2ccccc2-c2ccccc21,4,-0.6,7,19,3,-10,6,-14,24
CC(C(=O)Nc1ccccc1C(=O)N1CCOCC1)N(c1ccccc1)S(C)(=O)=O (stereo not given),12,0.1,-6,6,-1,4,0,-11,1
CS(=O)(=O)N1CCN(C(=O)Cc2cccs2)CC1,11,0.3,1,-1,0,0,0,1,0
CC(=O)OCCNc1nc(-c2ccccc2)nc2ccccc12,-7,3.7,2,-5,-3,-4,4,-6,4
CC(=O)c1cccc(NC(=S)N2CCC(Cc3ccccc3)CC2)c1,-4,-0.1,-1,-3,-9,-4,2,-9,4
N=c1c2c(-c3ccccc3)c(-c3ccccc3)n(Cc3ccccc3)c2ncn1CCO,-61,-1.6,9,10,-5,-9,-1,-6,1
CN(Cc1ccccc1)C(=O)CCN1C(=O)c2cccc([N+](=O)[O-])c2C1=O,12,-2.0,11,4,0,-4,.,1,0
CCn1c(CNC(=O)c2ccccc2F)nnc1SCC(=O)NC1CCCCC1,10,-1.5,6,8,0,2,-1,0,0
C=CCNc1nnc(Cl)c2ccccc12,-34,2.3,-3,-8,-1,12,-2,-1,1
CCOC(=O)C1CCN(C(=O)Cc2cccc3ccccc23)CC1,-1,-1.9,12,0,1,-1,2,1,1
Cn1c(=O)c(=O)n(C)c2cc(S(=O)(=O)CCC(=O)Nc3ccc(C(F)(F)F)cc3)ccc21,2,-1.1,4,4,-4,14,5,3,0
CCOC(=O)[C@]12CCC=C1N(Cc1ccco1)C(=O)[C@H](CC(=O)N1CCOCC1)C2,.,.,-12,-4,-1,7,.,-1,1
NS(=O)(=O)c1cccnc1Nc1c(Cl)cccc1Cl,5,16,3,2,7,23,-2,4,2
CCOC(=O)CCP(=O)(O)C(O)(c1ccccc1)c1ccccc1,-9,-3.1,8,-4,-1,-1,2,1,0
CCOc1c(C)cc2[nH]c(CCC(=O)O)nc2c1C,16,-1.2,0,-9,-3,18,3,4,0
COc1ccc(N(CC(=O)NCCSc2ccccn2)S(=O)(=O)c2ccccc2)cc1OC,-10,-0.2,-15,10,-1,0,2,-4,6
CC(=O)Nc1ccc(OCC(O)Cn2nc(C)c(C(C)=O)c2C)cc1 (stereo not given),15,-0.4,13,0,-1,0,1,5,0
COc1ccccc1NC(=O)Nc1nc(C(N)Cc2ccc(Cl)cc2)cs1 (stereo not given),.,.,34*,9,2,-4,.,3,51*
Nc1cc(C(=O)OCC(=O)NCc2ccc(F)cc2)ccc1Cl,-16,1.1,-2,6,0,0,4,-8,2
Cc1ccc(-c2nnn(CC(=O)N(c3ccccc3F)C(C(=O)NC3CCCC3)c3ccncc3)n2)o1 (stereo not given),-1,-0.1,-12,17,-4,4,0,-4,2
CN(C)S(=O)(=O)c1ccc2c(c1)nc(CCC(=O)NCC(=O)Nc1ccc(F)c(F)c1F)n2C,-15,0.3,-4,11,-2,-7,.,-13,1
O=C(COc1ccccc1)N=C1SC2CS(=O)(=O)CC2N1c1ccccc1F (stereo not given),-16,1.4,9,14,-4,1,-1,-4,1
COc1ccc(Cl)cc1C(=O)Nn1cnc2ccccc2c1=O,20,-2.6,-10,-1,3,8,2,4,2

# Just CHRM4 PAM and CHRM5 agonist, for some of the entries so far:
mol	CHRM4 PAM	CHRM5 agonist
CC(=O)Nc1ccc(OCC(O)Cn2nc(C)c(C(C)=O)c2C)cc1 (stereo not given)	0	-1
COc1ccccc1NC(=O)Nc1nc(C(N)Cc2ccc(Cl)cc2)cs1 (stereo not given)	-4	2
Nc1cc(C(=O)OCC(=O)NCc2ccc(F)cc2)ccc1Cl	0	0

# Next part
SMILES,CRFBP-R2 block,CRFR2-BP ag,CHRM4 antagonist,CHRM5 antagonist,CHRM5 agonist,CHRM4 PAM,IDE inh,CHRM5 PAM,CHRM4 agonist
CCOc1ccc(N(CC(=O)NC2CCCC2)S(=O)(=O)c2c(C)noc2C)cc1,-4,-1.2,-9,1,-1,4,0,-2,0
O=C(COc1ccccc1)N1CCN(C(=O)c2cccs2)CC1,-13,2.3,6,0,-2,2,9,-7,0
O=C(NCc1ccco1)NC1CCCCC1,0,-0.1,-14,3,-4,3,6,3,0
O=C(Cc1ccc(F)cc1)N/N=C/c1ccc(-c2ccc(Cl)c(C(=O)O)c2)o1,9,4.7,-12,-7,-4,12,-3,3,1
CCOC(=O)c1oc2ccccc2c1NC(=O)c1ccco1,-3,1.1,2,5,-1,-5,3,-7,9
COc1cc(C(=O)Nc2ccc(C)cc2)c(-n2cnnn2)cc1OC,5,-1.0,-3,5,-3,-2,0,3,1
CCc1ccc(-c2nc(CS(=O)CC(=O)NCCN3CCCCCC3)c(C)o2)cc1 (stereo not given),-1,-0.6,4,-6,-11,-2,7,0,-1
Nc1sc(-c2ccccc2)cc1C(=O)N1CCN(c2ccccc2)CC1,.,.,6,3,1,-6,.,1,1
O=C(/C(Br)=C/Nc1cc(Cl)ccc1Cl)C(F)(F)F,15,-4.2,3,2,-1,-3,-1,-1,1
CC(C)CN(C(=O)COC(=O)CNC(=O)c1sc2ccccc2c1Cl)C1CCS(=O)(=O)C1 (stereo not given),-4,0.4,-8,3,0,15,-1,1,3
Cc1cnc2cc(Cl)ccc2c1SCC(=O)O,-1,-0.5,-8,-2,-2,6,.,2,1
COc1ccc(NC(=S)N2CCC(Cc3ccccc3)CC2)cc1OC,5,1.1,-7,9,-5,-5,-1,-9,7
Cc1oc(-c2ccccc2)nc1C(=O)OCC(=O)NCc1ccccc1,0,-1.1,-10,1,-1,14,-2,-3,1
CN(CCc1ccccc1)C1CCCN(C(=O)Cn2cccn2)C1 (stereo not given),-13,0.8,-7,3,-9,5,0,1,0
NS(=O)(=O)c1ccc(CNC(=O)Cc2cccs2)cc1,26,-0.8,0,1,5,1,-1,6,2
CN1CCN(C(=O)c2cc(Oc3c(F)c(F)c(F)c(F)c3F)cc(C(=O)N3CCN(C)CC3)c2)CC1,0,0.8,-4,-1,-2,5,-6,2,1
C[C@H](CO)N1C[C@H](C)[C@@H](CN(C)C(=O)NC2CCCC2)Oc2cc(Br)ccc2S1(=O)=O,1,-2.5,-13,-6,0,5,.,2,2
CSc1nc2ccc(NS(=O)(=O)c3ccc(Br)s3)cc2s1,5,-0.4,8,20,-1,9,-1,-9,12
CN1CCC(=NNC(=O)CN(c2cccc([N+](=O)[O-])c2)S(=O)(=O)c2ccccc2)CC1,18,7.7,-12,-9,-3,10,4,15,3
COc1cc(C(=O)NNC(=O)COc2cccc(F)c2)ccc1OCC(=O)N1CCOCC1,-3,-0.4,-11,-1,3,4,-2,5,0
CCN(CC(=O)NC1CCS(=O)(=O)C1)S(=O)(=O)c1ccccc1 (stereo not given),5,-0.5,0,-4,-1,1,-4,-1,1

# High-throughput results (PubChem)
